Compound activity deposited in PubChem BioAssay by several laboratories.
CYP2C19 activ: human CYP2C19 activators, primary screen, biochemical, luminescence. recombinant CYP2C19, luciferin-H EGE luminescence; hits give high values; 0 = fully inhibited enzyme, 1 = untreated enzyme. activation factor at 5 µM. 96,000 tested, under 10 active;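 active = activation factor of at least 2 at 5 µM in the primary screen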;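 also: 0 = wells with 2.5 mM tranylcypromine and 1 = vehicle-only wells; values of inactives mirror those of a sister screen read the other way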
EphB4 ephrin blk: EphB4-ephrin-B2 interaction antagonists, primary screen, biochemical, TNYL-RAW peptide probe, fluorescence polarization | EphB4 LBD / TNYL-RAW-Alexa532 peptide | actives 0.15% (n = 97,000) | inhibition, % at 7 µM;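 active = inhibition above the screen-wide mean inhibition plus 3 SD, cut at about 15% in these data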;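 also: 0% = DMSO wells and 100% = excess unlabeled TNYL-RAW peptide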
CYP2C9 act: human CYP2C9 activators, primary screen, biochemical, luminescence; activation factor at 5 µM; Cytochrome P450 2C9 (Homo sapiens), P11712; actives 1.4% (n = 96,000); recombinant CYP2C9, luciferin-H conversion; hits give high values; factor 1 = untreated enzyme, 0 = blocked;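 active = activation factor of 2 or more for CYP2C9 at a 5 µM dose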;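 also: 0 = sulfaphenazole-blocked wells and 1 = vehicle-only wells; values of inactives mirror those of a sister screen read the other way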
HIV Rev-RRE inh: HIV-1 Rev-RRE binding inhibitors, primary screen, biochemical, FRET, protein-RNA interaction. P05866. Rev peptide-RRE RNA binding. actives 0.79% (n = 97,000). inhibition, % at 8 µM. AID 704, 2007;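 active = inhibition above the screen-wide mean plus 3 SD, cut at about 35% in these data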;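 also: 0% = median DMSO wells and 100% = median Neomycin B control wells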
Target sequence (P05866 whole entry, looked up): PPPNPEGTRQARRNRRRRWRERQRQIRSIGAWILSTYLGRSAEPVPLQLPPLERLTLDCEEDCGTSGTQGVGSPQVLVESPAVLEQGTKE
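Test system: Cy5-tagged RRE RNA duplex with fluorescein-tagged Rev peptide; Probe or stimulus: labelled Rev peptide; Schedule: 5 min preincubation and 15 min binding, 25 °C; Signal: FRET fluorescence readout; Evaluation: % inhibition from 671/540 nm acceptor-to-donor ratio, scaled between controls; Control set: DMSO and neomycin B.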
CYP2C19 inh: blockers of cytochrome P450 2C19 activity – biochemical, luminescence, ADME assay, primary screen; CYP2C19 Supersomes, luciferin-H EGE luminescence, 30 min; inhibition, % at 5 µM; actives 21% (n = 96,000); AID 778, 2007;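 active = CYP2C19 inhibition above a set limit at 5 µM in the primary screen, cut at about 50% in these data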;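 also: plate controls were negative control wells for no effect and 2.5 mM tranylcypromine positive control for full effect; values of inactives mirror those of a sister screen read the other way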
PLK1 inh: human PLK1 kinase inhibitors, primary screen, biochemical, TR-FRET | Serine/threonine-protein kinase PLK1 (Homo sapiens), P53350 | recombinant PLK1 kinase, TR-FRET peptide phosphorylation | inhibition, % at 10 µM | actives 0.53% (n = 97,000) | AID 619, 2007;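 active = inhibition of 50% or more in the single-concentration screen; inactive = inhibition below 50%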;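 also: 0% = DMSO max control and 100% = H-89 dihydrochloride min control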
Target sequence (P53350 whole entry, looked up): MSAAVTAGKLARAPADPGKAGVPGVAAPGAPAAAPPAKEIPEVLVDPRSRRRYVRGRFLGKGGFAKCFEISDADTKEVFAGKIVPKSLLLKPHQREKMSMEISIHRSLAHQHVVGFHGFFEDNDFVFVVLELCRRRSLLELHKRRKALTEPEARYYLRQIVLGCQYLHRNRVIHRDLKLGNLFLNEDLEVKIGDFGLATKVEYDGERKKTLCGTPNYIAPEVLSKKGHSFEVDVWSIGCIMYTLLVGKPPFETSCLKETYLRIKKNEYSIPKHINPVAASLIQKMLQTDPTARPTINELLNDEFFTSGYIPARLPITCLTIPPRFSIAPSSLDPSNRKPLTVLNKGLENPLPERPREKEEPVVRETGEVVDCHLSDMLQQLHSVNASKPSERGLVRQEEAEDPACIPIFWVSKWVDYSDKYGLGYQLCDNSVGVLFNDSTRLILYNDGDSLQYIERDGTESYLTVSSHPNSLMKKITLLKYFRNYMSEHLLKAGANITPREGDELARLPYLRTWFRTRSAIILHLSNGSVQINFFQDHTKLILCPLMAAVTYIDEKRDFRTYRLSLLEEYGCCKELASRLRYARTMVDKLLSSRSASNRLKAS
CYP2C9 inh: blockers of cytochrome P450 2C9 activity – biochemical, luminescence, ADME assay, primary screen; P11712; CYP2C9 Supersomes, luciferin-H conversion; inhibition, % at 5 µM; actives 20% (n = 96,000); AID 777, 2007;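 active = blocking of liver enzyme CYP2C9 beyond about 50% at 5 µM, limit read from the data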; also: values of inactives mirror those of a sister screen read the other way
PLAP activator: PLAP enzyme activators, biochemical, luminescence, HTS. activation fold at 20 µM. purified PLAP enzyme, luminescent substrate read-out; hits give high values. Alkaline phosphatase, placental type (Homo sapiens), P05187. actives 1.2% (n = 96,000); in the data active = activation fold above about 2
Plk1 PBD FP: Plk1 polo box domain binding inhibitors, primary screen, biochemical, fluorescence polarization; actives 0.13% (n = 97,000); Serine/threonine-protein kinase PLK1 (Homo sapiens), P53350; inhibition, %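 (tested at about 20 µM)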; Plk1 PBD phosphopeptide binding; in the data active = inhibition above about 34%, passing the limit was not always enough
Numbers without * were called inactive; · = no result given.

#	Molecule	Plk1 PBD FP	EphB4 ephrin blk	CYP2C9 act	PLAP activator	CYP2C9 inh	HIV Rev-RRE inh	PLK1 inh	CYP2C19 activ	CYP2C19 inh
1	COc1ccc(NC(=O)CCN2CCN(S(=O)(=O)c3cc(Cl)ccc3OC)CC2)cc1	-1	-5	0.4	1.3	65*	7	8	0	97*
2	COc1ccccc1N1CCN(C(=O)Nc2cccc(C)c2)CC1	1	-17	1.3	1.1	-30	0	-1	0.8	21
3	COc1cc(OC)cc(C2C(C#N)=C(N)Oc3n[nH]c(-c4cccnc4)c32)c1 (stereo unspecified)	-32	-1	0.5	1.1	45	2	4	0.6	36
4	CC(=O)c1ccc(CCCC(=O)O)cc1	7	4	1.1	0.9	-15	8	1	1.1	-10
5	COc1ccc(-c2cc(C(F)(F)F)c3c(=O)n(-c4ccccc4)[nH]c3n2)cc1	7	5	0.4	1.2	63*	0	-13	1	-5
6	Cc1ccc(S(=O)(=O)N2CCCC2C(=O)OCC(=O)Nc2ccc3c(c2)OCO3)cc1 (stereo unspecified)	-5	-11	1.1	0.7	-7	12	-10	0.8	23
7	COc1ccc(-c2cc(CNC(=O)CN(C)Cc3ccccc3)on2)cc1	3	1	1.8	1.3	-80	9	-7	0.5	50
8	CC(C)(C)OC(=O)N1CC2Cc3[nH]c(=O)ccc3C(C2)C1 (stereo unspecified)	-21	10	1	1	-3	6	-8	0.8	18
9	COc1ccc(NC(=O)c2cccs2)cc1O	20	-6	1.1	0.9	-6	1	-10	1	0
10	CCc1nc2c(sc3nc4c(cc32)COC(C)(C)C4)c(=O)n1Cc1ccco1	12	-6	0.7	1.6	30	4	-6	0.9	14
11	COc1ccc(C(=O)/C=C/Nc2ccc([N+](=O)[O-])cc2C)cc1OC	2	-6	1	1	0	20	-12	0.4	60*
12	CC(C)OCCCN1CN(S(=O)(=O)c2ccc(Cl)cc2)c2nc3ccccc3nc21	-15	-5	0.7	1.1	28	9	-9	0.6	38
13	Cc1nc2cc(C(=O)O)ccc2s1	3	-11	1	0.9	-4	5	-5	1.1	-7
14	COc1ccc(C(=O)Nc2cc(C(=O)c3ccccc3)c(C)oc2=O)cc1	7	-1	0.9	0.9	14	-1	8	1	0
15	CCn1c(C(C)NC(=O)c2ccc(OC)c(OC)c2)nc2ccccc21 (stereo unspecified)	21	2	0.9	1.3	13	4	-8	0.8	22

6 compounds from above with just CYP2C9 act and CYP2C9 inh:
No. | SMILES | CYP2C9 act | CYP2C9 inh
1 | COc1ccc(NC(=O)CCN2CCN(S(=O)(=O)c3cc(Cl)ccc3OC)CC2)cc1 | 0.4 | 65*
2 | COc1ccccc1N1CCN(C(=O)Nc2cccc(C)c2)CC1 | 1.3 | -30
3 | COc1cc(OC)cc(C2C(C#N)=C(N)Oc3n[nH]c(-c4cccnc4)c32)c1 (stereo unspecified) | 0.5 | 45
4 | CC(=O)c1ccc(CCCC(=O)O)cc1 | 1.1 | -15
5 | COc1ccc(-c2cc(C(F)(F)F)c3c(=O)n(-c4ccccc4)[nH]c3n2)cc1 | 0.4 | 63*
6 | Cc1ccc(S(=O)(=O)N2CCCC2C(=O)OCC(=O)Nc2ccc3c(c2)OCO3)cc1 (stereo unspecified) | 1.1 | -7

Part of the list above in order of number of heavy atoms, low to high:
#	Molecule	Plk1 PBD FP	EphB4 ephrin blk	CYP2C9 act	PLAP activator	CYP2C9 inh	HIV Rev-RRE inh	PLK1 inh	CYP2C19 activ	CYP2C19 inh
11	COc1ccc(C(=O)/C=C/Nc2ccc([N+](=O)[O-])cc2C)cc1OC	2	-6	1	1	0	20	-12	0.4	60*
15	CCn1c(C(C)NC(=O)c2ccc(OC)c(OC)c2)nc2ccccc21 (stereo unspecified)	21	2	0.9	1.3	13	4	-8	0.8	22
5	COc1ccc(-c2cc(C(F)(F)F)c3c(=O)n(-c4ccccc4)[nH]c3n2)cc1	7	5	0.4	1.2	63*	0	-13	1	-5

(continued)
#	Molecule	Plk1 PBD FP	EphB4 ephrin blk	CYP2C9 act	PLAP activator	CYP2C9 inh	HIV Rev-RRE inh	PLK1 inh	CYP2C19 activ	CYP2C19 inh
16	CN1CC(=O)N(CC(=O)Nc2ccc(F)cc2)c2ccccc2C1=O	-7	0	1	1.1	4	6	12	1	4
17	O=C(O)c1cc2ccccc2n1-c1ccccc1	·	·	0.5	1.3	54*	·	·	1	-2
18	CC1CCCCC1NC(=O)CCn1c(=O)oc2ccccc21 (stereo unspecified)	0	9	·	·	·	4	-11	·	·
19	CS(=O)(=O)N(CC(=O)NCc1ccc2c(c1)OCO2)Cc1ccccc1	2	1	0.7	1	34	5	-6	0.4	62*
20	CCOc1ccccc1NC(=O)C(=O)NCC1CCCN1CC (stereo unspecified)	-10	-11	1	1.1	1	-2	10	1	-1
21	CC(=O)OC1c2ccccc2C(=O)N1Cc1ccccc1 (stereo unspecified)	11	-6	1.2	1	-17	0	5	0.5	51*
22	COc1ccc(OC)c(NC(=O)CSc2nnnn2-c2ccccc2F)c1	-27	-3	1.1	0.8	-14	5	-6	0.8	22
23	CCOc1ccc(N(CC)S(=O)(=O)c2ccc3c(c2)n(C)c(=O)c(=O)n3C)cc1	-6	5	0.6	1.1	44	5	-7	1	-3
24	COC(=O)COc1ccc(S(=O)(=O)NCCC2=CCCCC2)cc1C	·	·	0.9	0.9	8	·	·	0	99*
25	CC(=O)Nc1ccc(NC(=O)CSc2nnc(C3CC3)n2C)cc1	11	-11	1.1	0.8	-6	5	13	1.2	-16
26	CCOC(=O)CN1CC23C=CC(O2)C(C(=O)NCc2ccc(F)cc2)C3C1=O (stereo unspecified)	·	·	1	1	2	·	·	1	4
27	CC1(C)CC(=O)C2=C(C1)N(Cc1ccco1)C(=O)NC2(C(F)(F)F)C(F)(F)F	11	2	0.9	0.8	7	1	-43	1	4
28	COC(=O)C1CCN(C(=O)c2ccc(NC(C)=O)cc2)CC1	-10	-5	1	1.1	-2	4	-24	1	-2
29	Cc1cc(C(=O)Nc2nc3c(C)cccc3s2)c(C)o1	0	6	1.1	0.8	-6	8	-9	1	2
30	c1ccc(OCCCN2CCCC2)cc1	-5	-10	1	0.9	0	1	-4	0.9	8
31	CCc1nnc(NC(=O)CSc2nnc(-c3cccnc3)n2CC)s1	-23	8	0.8	1.2	19	5	-2	1	-2
32	CCOC(=O)c1ccc(-c2ccc(CO)o2)cc1	-21	4	0.8	1	24	7	-11	0.9	12
33	CCOc1ccc2c(c1)-c1c(ssc1=S)C(C)(C)N2C	4	-1	0.6	0.7	36	-2	-2	0.6	35
34	COc1ccc(-c2nc(C#N)c(NCCCn3ccnc3)o2)cc1OC	-9	-1	0.1	1.4	86*	7	-17	0.2	81*
35	CC(C)(C)CC(=O)NC(=S)Nc1ccccc1C(F)(F)F	16	-6	0.5	0.8	52*	-1	-9	0.6	41
36	COC(=O)c1ccc(NC2(C#N)C(=O)Nc3ccccc32)cc1 (stereo unspecified)	6	5	0.3	1.3	71*	1	1	0.5	52*
37	Cc1ccc(C(=O)O)cc1N1C(=O)c2cccc3cc(Br)cc(c23)C1=O	-27	-1	0.9	1.1	7	1	-9	0.9	12
38	COc1ccc2c(c1)CCCN2C(N)=O	-15	-5	0.9	0.8	15	1	-15	0.9	6
39	O=S(=O)(N/N=C/c1ccc2c(c1)OCCO2)c1ccccc1	9	8	0.6	1.1	40	6	-2	1	2
40	Cc1cc(C)c(C#N)c(Sc2nnnn2-c2ccccc2)n1	19	-3	0.8	0.9	18	3	-25	0.4	57*
41	C=CCN1CCN(Cc2cnc(Cl)s2)CC1	8	1	1.1	1	-7	2	-14	0.9	10
42	CCN(CC)c1ccc(NC(=O)c2cccc(C)c2OC)c(C)c1	1	-5	1.8	1.3	-82	-1	-7	0.5	46
43	CCNCCNC(=O)c1c(O)c2ccccc2n(CC)c1=O	-1	-3	1.2	1.5	-17	-12	-24	1	-1
44	CC(c1ccco1)N(C(=O)C12CC3CC(CC(C)(C3)C1)C2)c1ccccn1 (stereo unspecified)	0	-2	0.8	1.6	23	12	-7	0.6	42
45	O=C(Nc1ccccc1-c1ccccc1)c1cnccn1	-29	4	0.6	1.3	41	3	18	0.5	49
46	Cc1cccc(C)c1OCC(=O)OCC(=O)c1ccc2c(c1)NC(=O)CO2	-42	1	0.7	1	32	14	-7	0.9	7
47	COCCN=C1Sc2nc3ccc(C)cc3cc2CN1Cc1ccco1	-21	5	0.3	2*	68*	3	-1	0.4	59*
48	CCOC(=O)CC(C#N)c1cn(C)c2ccccc12 (stereo unspecified)	-5	7	3.5*	1.3	-249	5	-2	0.1	88*
49	COc1ccccc1NC(=O)c1ccc(NS(=O)(=O)c2c(C)noc2C)cc1	-34	6	1.4	1.1	-44	10	-4	1	4
50	COCCCNC(=O)c1ccc(CNS(=O)(=O)c2ccc(NC(C)=O)cc2)cc1	-9	-2	·	·	·	5	-8	·	·
51	Cc1ccc(-n2nc(C)c3c2OC(N)=C(C#N)C3c2cccs2)cc1 (stereo unspecified)	·	·	0.7	0.8	27	·	·	0.9	7
52	COc1ccc(OC)c(-c2cc(C(=O)N3CCN(c4ccccc4)CC3)no2)c1	-10	4	0.8	1.5	24	6	-10	0.2	76*
53	O=C(Nc1ccccc1N1CCCCC1)c1cccc(F)c1	-29	2	1	0.8	1	15	-6	0.8	19
54	CCCc1nc2c(nnn2Cc2ccccc2F)c(=O)[nH]1	0	-9	1.5	1.3	-52	7	-9	0.1	89*
55	Cc1cc(NC(=O)CSc2nc3ccccc3c(=O)n2Cc2ccc(F)cc2)no1	11	-2	0.9	0.9	11	5	-11	1	4
56	COc1ccc(C(=O)CSc2nnc(-c3ccccc3)o2)cc1	-34	0	1.3	1	-33	2	-5	0.9	10
57	Cc1cc(C)cc(Oc2ncnc3c2ncn3Cc2c(Cl)cccc2Cl)c1	-11	-1	1.4	1.2	-42	18	-6	0.7	28
58	O=C(c1cc(-c2ccc(O)cc2)on1)N1CCc2ccccc2C1	-10	2	1	1.3	5	8	-14	0.2	82*
59	Cc1ccc(-c2nn(C)c(=O)c3ccccc23)cc1CNC(=O)/C=C/c1ccccc1	11	3	0.7	1.4	31	2	-9	0.6	42
60	COc1ccc(OCC(=O)Nc2nnc(C)s2)cc1	-22	-5	0.9	1.1	12	1	-9	1.1	-7
61	COC(=O)c1ccc(OCc2nc(N)nc(N3CCOCC3)n2)cc1	·	·	0.9	0.9	10	·	·	1	1
